p53 reactivation: mutant p53 re-activation in reporter cells; H1299 p53-A138V BP100-luciferase reporter, luminescence, 24 h; AID 504706; 0.063% of 320,000 active; Potency, µM (top dose mostly 92.2 µM), for inactives: at the top dose activity change, positive = activation, hits mostly activators; note: potency is the fitted concentration of half-maximal effect; % of control where 0% means no effect; nearly all actives have a fitted effect of over 45% in size
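H1299 (p53-null), stable ts p53-A138V + BP100-Luc; 1000 cells/well, Opti-MEM/10% FBS; cpd 4 pt, 1:5; 24 h, 37 deg C, 5% CO2; detection reagent 10 min RT; luminescence.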
PTAP TSG101 blk: blocks PTAP/TSG101 interaction to inhibit HIV-1 budding; Fluorescence polarization, FITC-PTAP peptide / Tsg101 binding; 340,000 tested, under 10 active; Potency, µM (doses to about 115 µM), inactives show at the highest dose activity change, negative = inhibition, usual class: inhibitors; Q99816; active = well fitted inhibition curve with a large enough effect in the main read-out, with a control signal flat, not every such curve was filed as active; inconclusive = small, poorly fitted or top-dose-only effect, or effect the other way, or a change in a side signal; inactive = no such curve, though single readings can be large or run the other way; note: potency is the fitted concentration of half-maximal effect; % of control where 0% means no effect
Target sequence (Q99816 whole entry, looked up): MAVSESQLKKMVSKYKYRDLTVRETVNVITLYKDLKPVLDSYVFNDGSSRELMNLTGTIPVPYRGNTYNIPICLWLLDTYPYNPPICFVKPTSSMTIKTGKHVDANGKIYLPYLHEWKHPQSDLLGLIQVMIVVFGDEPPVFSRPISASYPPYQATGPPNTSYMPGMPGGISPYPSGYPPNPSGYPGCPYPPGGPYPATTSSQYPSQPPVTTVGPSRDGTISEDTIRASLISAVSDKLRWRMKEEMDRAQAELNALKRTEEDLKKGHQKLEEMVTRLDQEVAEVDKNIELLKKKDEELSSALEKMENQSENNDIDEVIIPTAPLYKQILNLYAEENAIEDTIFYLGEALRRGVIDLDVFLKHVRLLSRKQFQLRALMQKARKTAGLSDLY
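FP read-out: FITC-PTAP peptide, 50 nM final, binding Tsg101 binding domain, 10 uM final; 20 min, r.t.; 10 mM HEPES pH 7.5, 0.15 M NaCl, 0.01% Tween 20, 3 mM EDTA, 0.1 mM TCEP.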
a7 integrin act: integrin-mediated muscular dystrophy alleviation activation; Potency, µM (titrated, usually from 38.3 µM), without a hit: top-dose activation, usual class: activators; alpha7betagal myoblasts, beta-gal FDG fluorescence, 48 h; 0.064% of 350,000 active;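 note: potency is the fitted concentration of half-maximal effect; 100% = response of the positive control SU9516; nearly all actives have a fitted effect of over 60% in size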
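alpha7betagal+/- myoblasts (passage 13, 250/well) treated 48 h at 37C with compounds at 1:260 dilution of DMSO stock. Lysed, then beta-galactosidase activity read as FDG fluorescence (ex 480/em 540) after 30 min, with pre-read for autofluorescence.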
Eya2 inh: Eya2 (human) phosphatase inhibition; Potency, µM (highest dose often 76.9 µM), for inactives: at the top dose activity, negative = inhibition, most hits filed as inhibitors; recombinant Eya2, OMFP fluorescence dephosphorylation (OMFP is methylfluorescein phosphate); O00167; 0.006% of 330,000 active; AID 488837; note: potency is the fitted concentration of half-maximal effect; % is set by controls: 0 for no effect and ±100 for the full control effect
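Eya2 (0.2 uM) preincubated 10 min at ambient with compound, then OMFP substrate added at 50 uM; 10 min reaction in 50 mM HEPES pH 7.5, 50 mM NaCl, 5 uM MgCl2, 0.05% BSA, 1 mM DTT. Fluorescence read at Ex 485/Em 525 nm.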
ELG1 genotox: genotoxicity induction in ELG1-luciferase HEK293T cells | 1.3% of 330,000 active | Potency, µM (titrated, usually from 46 µM), inactives show top-dose activity change, positive = activation, actives largely listed as activators | HEK293T ELG1-luciferase reporter, luminescence, 16 h; note: potency is the fitted concentration of half-maximal effect; % of control where 0% means no effect; nearly all actives have a fitted effect of over 60% in size
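DMSO vehicle served as control against compound-treated ELG1-luciferase HEK293T cells; exposure lasted 16 hr at 37 °C and 5% CO2, followed by ONE-Glo luminescence detection after 30 min.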
USP2a block: blocks human ubiquitin-specific protease USP2a; O75604; USP2 core, Ub-CHOP2 coupled fluorogenic reporter, 485/531; Potency, µM (top dose mostly 38.3 µM), without a hit: at the highest dose activity change, negative = inhibition, hits mostly inhibitors; 0.01% of 330,000 active; AID 463254;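 note: potency is the fitted concentration of half-maximal effect; plate controls were DMSO wells for no effect and full inhibition by NEM control for full effect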
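Deubiquitinase activity read as fluorescence (485/531 nm) after Ub-CHOP2 cleavage activates the enterokinase reporter on its substrate; USP2 core 10nM, Ub-CHOP2 and substrate 25nM each, 30min compound preincubation then 60min RT; data normalized to NEM, curves fitted.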
S-ASM inh: human S-ASM enzyme inhibition. P17405. Potency, µM (top dose mostly 57.5 µM), without a hit: at the top dose activity change, negative = inhibition, most hits filed as inhibitors. placental ASM, HMU-PC fluorogenic substrate, 60 min. 0.006% of 340,000 active. AID 504937; note: potency is the fitted concentration of half-maximal effect
Target sequence (P17405 47-631 limits assumed): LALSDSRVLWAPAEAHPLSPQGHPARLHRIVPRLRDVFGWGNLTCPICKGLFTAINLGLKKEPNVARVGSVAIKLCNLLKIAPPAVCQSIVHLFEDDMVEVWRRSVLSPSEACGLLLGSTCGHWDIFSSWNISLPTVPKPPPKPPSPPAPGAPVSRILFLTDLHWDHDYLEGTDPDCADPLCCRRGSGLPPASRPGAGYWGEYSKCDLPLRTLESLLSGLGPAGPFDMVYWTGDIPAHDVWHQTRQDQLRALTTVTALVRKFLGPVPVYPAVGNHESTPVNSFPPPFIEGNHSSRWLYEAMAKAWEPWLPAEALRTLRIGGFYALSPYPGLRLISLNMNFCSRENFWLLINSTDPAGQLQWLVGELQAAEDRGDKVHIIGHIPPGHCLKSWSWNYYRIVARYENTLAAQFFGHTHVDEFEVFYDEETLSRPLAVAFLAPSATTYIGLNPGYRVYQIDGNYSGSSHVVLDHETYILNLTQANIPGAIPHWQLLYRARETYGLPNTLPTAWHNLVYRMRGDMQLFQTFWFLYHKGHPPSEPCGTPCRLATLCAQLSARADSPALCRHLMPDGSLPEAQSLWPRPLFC
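Human placenta-derived ASM preincubated with compound 10 min at room temperature, then reacted with 9 uM (final) fluorogenic HMU-PC substrate for 60 min at 37 C. Stop solution raises pH to 10; fluorescence read at Ex 386/Em 447 nm.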
TRPV1 ag: human TRPV1 agonism; Q8NER1; TRPV1-expressing cells, Fluo-8 calcium influx, agonist mode; activation, % at 8.33 µM; 0.19% of 320,000 active; AID 540275; in the data active = activation above about 80%; inconclusive = between about 30% and that limit; note: 0% is about no effect
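Fluo-8 calcium influx in TRPV1-expressing cells, kinetic read (ex 480/em 520 nm). Compound added and read 3 min for agonist activity, followed by capsaicin at EC20 final and 2 min further read for enhancement.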
B2AR arrestin: agonists driving beta-arrestin recruitment to human beta2-adrenergic receptor | P07550 | beta-arrestin recruitment to beta2AR, cell-based reporter | Potency, µM (doses to about 46.1 µM), without a hit: at the highest dose activation, hits mostly activators | 0.02% of 330,000 active | AID 492947;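 note: potency is the fitted concentration of half-maximal effect; 0% = DMSO controls and full agonism = EC100 isoproterenol or metaproterenol; nearly all actives have a fitted effect of over 65% in size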
BRCA1 expr up: activators of BRCA1 expression | MCF7-BRCA1-FFLuc reporter, luminescence, 48 h; response scale: scaled: vehicle 0%, 10 µM genistein 100% | Potency, µM (doses to about 46.1 µM), without a hit: top-dose activation, usual class: activators | 1.1% of 380,000 active | AID 624202; note: potency is the fitted concentration of half-maximal effect; nearly all actives have a fitted effect of over 80% in size; some results filed as inactive show a strong effect at the top dose
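MCF7-BRCA1-FFLuc, 2000 cells/well; 2 h attach, 37 °C/5% CO2; compound 48 h; luciferase substrate 15 min; luminescence end-point. Norm. to genistein 10 microM max activation and DMSO; concentration-response curves fitted.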
uPA generation: cell surface uPA generation inhibition; cell surface uPA generation assay, qHTS; Potency, µM (titrated, usually from 38.3 µM), without a hit: at the top dose activity change, negative = inhibition, hits mostly inhibitors; 0.31% of 330,000 active; AID 540303; active = well fitted inhibition curve with a large enough effect; inconclusive = small, poorly fitted or top-dose-only effect; inactive = no such curve, though single readings can be large or run the other way; tested in mouse RAW 264.7 cells; note: potency is the fitted concentration of half-maximal effect; % is set by controls: 0 for no effect and ±100 for the full control effect; nearly all actives have a fitted effect of over 55% in size
* hit, by the source's call; ? = inconclusive; · = no result given; [ ] = dose if it differs, or a comment. Unless noted, calls come from the whole dose curve; as a rule, active = well fitted curve in the direction sought with a large enough effect; inconclusive = small, poorly fitted or top-dose-only effect, or another doubt; inactive = no such curve, though single readings can be large; an effect the other way counts as inactive or inconclusive.

Values run as follows: p53 reactivation	PTAP TSG101 blk	a7 integrin act	Eya2 inh	ELG1 genotox	USP2a block	S-ASM inh	TRPV1 ag	B2AR arrestin	BRCA1 expr up	uPA generation
> O=c1c2ccccc2oc2cc(OCc3cccc(F)c3)cc(O)c12
    7%	-3%	33%	8%	-2%	-3%	2%	-3	0.8%	-19%	-5%
> CCOC(=O)C1=C(c2ccccc2)NC(SCC(N)=O)=C(C#N)C1c1cccnc1 (stereo not drawn)
    0%	-2%	-22%	9%	3%	-1%	5%	0	0.1%	9%	-4%
> CCOc1ccc(S(=O)(=O)N2CCN(c3ccc(OC)cc3)CC2)c2cccnc12
    -9%	-1%	4%	10%	-2%	-2%	-1%	1	0.2%	-36%	-1%
> O=C(CCn1c(=O)oc2ccccc21)Nc1ccc(N2CCOCC2)cc1
    -2%	-4%	-5%	-9%	1%	1%	0%	0	0.1%	-7%	4%
> COc1ccc(C(=O)CCN2CCN(c3ccc(OC)cc3)CC2)cc1
    -15%	0%	-30%	-8%	-1%	0%	1%	8	5.5%	-88%[inhibitor]	-11%
> CCS(=O)(=O)N1CCN(C(=O)c2ccccc2)CC1
    2%	-2%	0%	2%	-1%	6%	0%	-5	4.6%	-9%	0%
> CN1CCCN(C(=O)CSc2ccccc2)CC1
    ·	-3%	2%	?	5%	-2%	2%	-2	0.0%	0%	3%
> O=C(c1ccc(-c2ccccc2Cl)o1)N1CCCC(C(F)(F)F)C1 (stereo not drawn)
    ?	-6%	24%	-10%	?	3%	-7%	?	0.3%	13µM*	0%
> CC(C)=CCCC(C)NC(=O)NC1CCCCC1 (stereo not drawn)
    ?	-1%	5%	-6%	0%	6%	3%	?	3.9%	30%	3%
> CN1Cc2c(N3CCOCC3)nc3sc(C#N)c(N)c3c2CC1(C)C
    -4%	-3%	-27%	-5%	2%	-2%	249%[activator]	-1	0.1%	-9%	-2%
> CN1CCN(NC(=O)c2cccc(C(F)(F)F)c2)CC1
    3%	-5%	-7%	-10%	2%	1%	1%	-3	-0.3%	-2%	4%
> COCCCNC(=S)N1CCCC(c2nc3cc(C)c(C)cc3[nH]2)C1 (stereo not drawn)
    6%	-6%	-12%	5%	1%	-15%	1%	-2	0.2%	10%	-5%
> Cc1ccc(N2CCC(N3CCN(C)C(CCO)C3)CC2)cc1 (stereo not drawn)
    ·	-9%	30%	-8%	1%	0%	4%	-1	-0.7%	-21%	-1%
> COc1ccc([C@H]2/C=C\CN(Cc3ccc(N(C)C)cc3)[C@@H](C)C(=O)N2Cc2ccc(F)cc2)cc1
    ·	-2%	-12%	·	·	·	-4%	·	·	1%	7%
> CCOC(=O)/C(C#N)=C/c1c(N2CCN(c3ccccc3)CC2)nc2c(C)cccn2c1=O
    2%	-3%	-11%	-1%	1%	-1%	?	1	-0.1%	-68%	7%
> O=C(Cc1ccccc1)N1CCCC1c1ccccc1 (stereo not drawn)
    0%	-1%	-4%	-5%	-1%	2%	3%	7	-0.3%	-2%	-5%
> CCCCNCC(O)(c1ccc(Cl)cc1)c1ccc(Cl)cc1
    3%	2%	19%	7%	-2%	2%	-4%	6	-0.3%	7%	0%
> COc1ccc(C(=O)/C=C/c2ccc(OC(=O)c3cc(OC)c(OC)c(OC)c3)cc2)cc1
    18%	2%	27%	1%	?	-2%	-2%	1	0.2%	-50%	7%
> COc1ccc(-c2ccc(OC)c(OC)c2OC)c(OC)c1OC
    ·	0%	-22%	·	·	·	1%	·	·	-14%	-7%
> CCN1CCN(C(=O)c2ccc(CN(c3ccc(C)c(C)c3)S(C)(=O)=O)cc2)CC1
    -2%	-7%	-2%	-4%	-1%	11%	3%	3	-0.3%	-27%	0%
> O=C(NCc1ccccn1)c1nnc(Cc2ccc(Cl)cc2)o1
    2%	-13%	3%	-3%	0%	3%	3%	12	-0.3%	2%	-6%
> Cn1cc(C(=O)N/N=C/c2c(O)ccc3ccccc23)ccc1=O
    -2%	-2%	17%	0%	?	0%	14%	?	0.1%	-94%	?
> O=C(CN1C(=O)CCSc2ccc(S(=O)(=O)N3CCCC3)cc21)NCc1ccccc1Cl
    18%	-2%	-20%	7%	-4%	1%	-3%	2	0.4%	-5%	1%
> COc1ccc(NC(=O)C(c2ccccc2)N2CCN(c3ccccn3)CC2)cc1Cl (stereo not drawn)
    -4%	4%	-20%	-25%	-4%	-6%	-7%	4	-0.3%	-33%	3%
> COc1ccc(NC(=O)N(C)C[C@H]2Oc3c(NC(=O)Nc4ccc5c(c4)OCO5)cccc3C(=O)N([C@H](C)CO)C[C@@H]2C)cc1
    ?	-6%	17%	-40%	0%	-3%	-3%	·	0.0%	15%	-7%
> Oc1ccc(-c2nccc(-c3ccc(F)cc3)n2)cc1
    16%	-5%	8%	8%	?	4%	1%	-1	4.7%	94%	3%
> COc1ccc2c(CC(=O)N3CCc4ccccc43)coc2c1
    29%	-4%	9%	-18%	?	2%	4%	3	0.1%	3.5µM*	-10%
> CN(C)CCCOC(=O)N1c2ccccc2C=Cc2ccccc21
    -4%	-3%	-5%	-9%	-5%	3%	-1%	-1	-0.5%	1%	-4%
> COc1ccc(C2/C(=C(/O)c3ccccc3)C(=O)C(=O)N2c2ccccn2)c(OC)c1 (stereo not drawn)
    -8%	-4%	-9%	-11%	-2%	3%	0%	-4	-0.4%	-2%[1.84 µM]	-2%
> CC(C)(C)NC(=O)c1ccc2nccnc2c1
    -1%	-1%	-4%	-27%	0%	1%	0%	3	0.1%	4%	2%
> COc1ccccc1C(=O)NCCC(=O)NCCC12CC3CC(CC(C3)C1)C2
    -7%	-1%	-8%	6%	-10%	0%	-1%	0	0.1%	-36%	-3%
> O=C(CN1C(=O)COc2ccccc21)Nc1ccc(F)cc1
    ?	3%	0%	-1%	?	0%	3%	·	-0.2%	4%	?
> COc1ccccc1Oc1ccc(N/C=C/C(=O)c2ccco2)cc1
    11%	1%	-2%	6%	?	4%	20%	?	4.2%	?	1%
> COc1cccc(NC(=O)N2C3CCCC2CC(NC(=O)C2CC2)C3)c1 (stereo not drawn)
    -2%	-5%	?	2%	0%	6%	5%	4	0.9%	-4%	2%
> O=C1NCCN1c1ccccc1
    ·	-1%	6%	·	·	·	-2%	·	·	-13%	4%
> Cn1c(SCC(=O)NC2CCCC2)nnc1C(F)(F)F
    4%	-9%	13%	-14%	2%	1%	-3%	-2	-0.2%	12%	?
> O=C(NCc1ccco1)c1ccc(=O)oc1
    7%	-1%	-10%	-7%	6%	0%	13%	0	-0.3%	4%	-8%
> CN(C)CC(=O)Nc1ccc2cn[nH]c2c1
    1%	-1%	11%	-3%	0%	3%	0%	-3	2.2%	52%	19%
> Cc1cc2oc(=O)cc(CN3CCOCC3)c2cc1C
    -5%	-4%	-3%	?	5%	-2%	0%	2	0.0%	11%	·
> N#CC1=C(N)Nc2ncnn2C1c1ccc([N+](=O)[O-])cc1 (stereo not drawn)
    -4%	0%	?	?	-2%	0%	2%	-2	-0.1%	15%	-14%
> C=CCn1c(SCC(=O)NC(=O)c2cccc([N+](=O)[O-])c2)nnc1-c1ccccc1F
    0%	-2%	25%	0%	1%	4%	2%	1	-0.2%	6%	-1%
> O=C(NCC1CCCO1)C1CCCN(S(=O)(=O)c2ccc(Br)cc2)C1 (stereo not drawn)
    -4%	-3%	10%	-7%	5%	-7%	4%	-1	-0.8%	15%	1%
> COc1nc(Nc2ccc(C(C)=O)cc2)nc(OC)n1
    12%	-1%	22%	9%	?	1%	-1%	·	-0.3%	37%	-12%
> CCOc1ccccc1CN1CCC(N2CCOCC2)CC1
    -2%	-14%	3%	?	-3%	2%	-1%	7	5.1%	-7%	-6%

Screens deposited in PubChem BioAssay by National Center for Advancing Translational Sciences (NCATS).
